Screens deposited in PubChem by several laboratories.
phage Ecoli inh = E. coli growth loss with phage present. growth absorbance. 360,000 compounds, 0.26% hits. inhibition, % at 11.9 µM. AID 651602; in the data active = inhibition above about 11%
Pemphigus Ab inh = human desmoglein-3 autoantibody binding inhibition; DSG3-coupled beads, scFv-anti-DSG3-GFP binding, flow cytometry; hits give low values; binding (percent of control), % at 10 µM; 310,000 compounds, 0.48% hits; AID 588358;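 active = binding more than 3 SD below its plate's average and above zero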;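 note: hits lower antibody fragment binding to DSG3; some compounds called inactive have numbers as strong as hits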
Target sequence (P32926 whole entry, looked up, the tested form may be a part): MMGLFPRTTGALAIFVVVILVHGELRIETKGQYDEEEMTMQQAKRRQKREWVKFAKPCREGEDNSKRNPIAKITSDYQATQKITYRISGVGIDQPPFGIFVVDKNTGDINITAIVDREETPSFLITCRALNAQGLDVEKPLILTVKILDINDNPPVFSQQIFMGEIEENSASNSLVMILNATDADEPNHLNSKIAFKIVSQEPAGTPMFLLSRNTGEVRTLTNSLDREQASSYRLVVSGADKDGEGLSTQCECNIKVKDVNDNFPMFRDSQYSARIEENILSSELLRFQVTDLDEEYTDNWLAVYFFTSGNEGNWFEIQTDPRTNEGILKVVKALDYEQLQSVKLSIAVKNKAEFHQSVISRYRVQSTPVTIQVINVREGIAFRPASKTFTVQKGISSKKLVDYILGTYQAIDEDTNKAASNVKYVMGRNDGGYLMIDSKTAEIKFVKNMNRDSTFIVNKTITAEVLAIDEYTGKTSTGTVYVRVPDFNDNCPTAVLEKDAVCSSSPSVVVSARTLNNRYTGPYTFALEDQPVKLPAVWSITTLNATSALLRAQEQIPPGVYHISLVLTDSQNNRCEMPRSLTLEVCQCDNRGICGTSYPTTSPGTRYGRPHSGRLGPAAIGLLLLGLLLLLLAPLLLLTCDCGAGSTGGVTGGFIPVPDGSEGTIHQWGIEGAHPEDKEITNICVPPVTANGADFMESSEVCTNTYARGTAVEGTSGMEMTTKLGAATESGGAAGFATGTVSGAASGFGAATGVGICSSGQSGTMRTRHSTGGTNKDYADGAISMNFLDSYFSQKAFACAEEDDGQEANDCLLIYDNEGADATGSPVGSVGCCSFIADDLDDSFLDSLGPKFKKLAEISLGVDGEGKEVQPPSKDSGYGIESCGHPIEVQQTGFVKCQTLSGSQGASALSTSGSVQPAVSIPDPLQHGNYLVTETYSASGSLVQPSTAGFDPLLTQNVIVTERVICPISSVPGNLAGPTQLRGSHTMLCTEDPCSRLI
PfHsp90 set2 = reduces growth (ATP signal) of yeast expressing P. falciparum Hsp90. inhibition, % at 9.4 µM. S. cerevisiae expressing PfHsp90, BacTiter-Glo ATP, 48 h; yeast lacking PDR1 and PDR3 efflux regulators. 310,000 compounds, 0.32% hits. AID 504621;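 active = every replicate shows inhibition above about 80%, whatever the replicate mean, limit read from the data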;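 note: 0% = DMSO neutral controls and 100% = 20 µM radicicol positive controls; yeast relying on Plasmodium falciparum Hsp90 in place of its own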
PKA-R1A activ = PKA-R1A complex activation | P00514+P68181 | PKA-R1A dissociation, Cy5-IP20 fluorescence polarization; scaled: DMSO 0%, 113 µM cGMP 100% | activation, % at 11.4 µM | 340,000 compounds, 0.083% hits | AID 504707;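 active = percent activation above the mean of all tested compounds plus 3 SD, cut at about 19% in these data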;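 note: higher means more PKAc released from R1A so a rise in polarization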
E coli growth = counter-screen for AddAB inhibitors: E. coli growth inhibition; 330,000 compounds, 0.27% hits; AID 449728; E. coli V3065 growth, OD600 absorbance, 18 h; inhibition, % at 11.9 µM;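 active = inhibition above the campaign's mean inhibition across all tested compounds plus 3 SD, cut at about 9.9% in these data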;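 note: uninfected addAB+ strain grown without phage in ampicillin broth; 0% = DMSO wells and 100% = ciprofloxacin 0.95 µg/ml wells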
HTR5A ag = counter-screen for OPRM1-OPRD1 agonists: human HTR5A agonism. P47898. activation, % at 9.3 µM. 340,000 compounds, 0.61% hits. AID 504692. HTR5A agonist assay, luminescence, cell-based; in the data active = activation mostly above about 9.5%, no sharp cut-off; inactive = mostly below about 7.6%;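 note: 0% = cells with vehicle only and 100% = reference agonist; strong numbers were not always called active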
HTR5A inv ag = HTR5A inverse agonism, opioid heterodimer counter-screen. 340,000 compounds, 0.083% hits. inhibition, % at 9.3 µM. HTR5A cell line, luminescence; in the data active = inhibition mostly above about 23%, no sharp cut-off; inactive = mostly below about 18%;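 note: 0% = cells with DMSO and 100% = no-cell wells with DMSO; some compounds called inactive have numbers as strong as hits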
MOR-DOR inv ag = mu-delta opioid heterodimer inverse agonism; AID 504357; inhibition, % at 9.3 µM; P35372+P41143; cell-based MOR-DOR heterodimer luminescence; 340,000 compounds, 0.21% hits; in the data active = inhibition above about 22%, passing the limit was not always enough;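 note: 0% = cells with DMSO and 100% = wells without cells with DMSO; values of inactives mirror those of a sister screen read the other way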
OPRM1-OPRD1 ag = OPRM1-OPRD1 heterodimerization agonism. cells, luminescence. activation, % at 9.3 µM. AID 504326. 340,000 compounds, 0.3% hits; in the data active = activation above about 18%;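 note: 0% = vehicle-treated cells and 100% = reference agonist; values of inactives mirror those of a sister screen read the other way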
Mot1-301 SUMO = inhibitors of SUMOylation pathway: yeast Mot1-301 growth rescue; S. cerevisiae Mot1-301 growth rescue, ATP luminescence, 38.5C; percent above DMSO median, 100 means doubled; growth rescue, % at 18.8 µM; 320,000 compounds, 1% hits; AID 2716;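 active = every valid replicate shows activation above 250% relative to neutral control wells; inactive = the rest, any valid replicate at or below 250%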;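 note: OY570 slx delta 5 strain wells were the positive control but not used for scaling; some compounds called inactive have numbers as strong as hits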
AddAB inh = less growth of phage-infected E. coli with AddAB; 330,000 compounds, 0.29% hits; inhibition, % at 11.9 µM; AID 435030; E. coli expressing H. pylori AddAB, absorbance growth; in the data active = inhibition above about 12%;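 note: 0% = vehicle wells of infected cells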
* hit, by the source's call; nt = no result given. A portion of the library; rates above refer to the full screens.

SMILES	phage Ecoli inh	Pemphigus Ab inh	PfHsp90 set2	PKA-R1A activ	E coli growth	HTR5A ag	HTR5A inv ag	MOR-DOR inv ag	OPRM1-OPRD1 ag	Mot1-301 SUMO	AddAB inh
COCCOC(=O)C1=C(N)Oc2c(c(=O)oc3ccccc23)C1c1ccncc1 (centres undefined)	0.8	119.5	3.5	0.9	1.4	0.1	11.8	22.6	-4.9	-2.4	-1.3
CN1C[C@H](CO)C=C2c3cccc4[nH]cc(c34)C[C@H]21	2.6	96.1	-3.1	-8.8	0.0	59.7*	13.1	-21.8	4.3	-8.6	4.7
CC(C)COP(=O)(OCC(C)C)C(O)c1cccnc1 (centres undefined)	3.0	114.7	16.5	-1.3	0.0	4.1	-24.6	11.3	-2.1	-6.4	1.0
CCOC(=O)C1(CCOc2ccccc2)CCN(Cc2cccc(O)c2)CC1	0.9	99.3	2.1	1.2	-1.1	-0.4	1.4	-50.0	10.9	46.6	-0.6
O=C1Nc2ccc(Br)cc2C(c2ccccc2)=NC1O (centres undefined)	1.8	103.6	1.4	-3.6	-0.2	-1.9	7.1	14.3	-3.0	19.6	-1.7
CC(C)(C)c1ccc(CSc2cnn(C(C)(C)C)c(=O)c2Cl)cc1	-0.9	99.0	16.7	2.2	2.6	-0.7	2.9	1.6	-0.3	-5.6	1.8
CCN1CCN(Cc2cc3c(cc2[N+](=O)[O-])OCO3)CC1	3.4	110.4	2.5	4.9	-0.2	2.2	-7.5	9.2	-1.9	-27.1	5.8
CC(C)NS(=O)(=O)c1ccc(OCC(=O)N2CCN(C)CC2)cc1	1.5	110.4	0.2	2.2	1.9	-0.3	0.8	17.1	-3.5	1.7	3.0
CCCCOP(=O)(CN1CCOCC1)OCCCC	1.9	99.5	-1.2	-8.6	-0.9	0.1	1.3	9.2	-1.6	-5.8	-0.8
CC(=O)N1Cc2cnnn2-c2ccccc2C1(C)C#N (centres undefined)	-1.4	100.2	22.2	-0.7	nt	0.7	-2.4	8.2	-1.7	nt	nt
CCN(CC)P(=O)(Oc1ccccc1)Oc1ccccc1	5.0	98.3	10.8	10.6	-0.9	-0.5	13.9	5.4	-1.1	-20.0	-0.4
O=C(c1ccc(Cl)cc1)C1CCCN(Cc2cccc3cccnc23)C1 (centres undefined)	-2.3	105.3	nt	-2.1	-4.0	0.0	12.8	-23.0	4.4	160.6	-2.0
Cc1ccc(N/N=C/c2c(O)n(-c3ccccc3)c(=O)[nH]c2=O)cc1	2.1	nt	-1.1	-4.6	-0.1	0.0	0.1	31.9*	-6.8	99.0	0.5
COc1ccccc1/C=N/N=C(/N)N[N+](=O)[O-]	2.3	97.2	-11.2	4.9	1.0	2.6	-11.4	1.1	-0.2	-25.4	0.2
CN1CCC(n2nccc2N)CC1	0.9	96.7	-16.0	-1.8	1.3	0.5	-33.7	15.6	-3.1	nt	-0.5
N/C(=N\[N+](=O)[O-])NCCCC(NC(=O)CNC(=O)c1ccccc1)C(=O)O (centres undefined)	3.9	88.9	5.9	6.4	0.2	-2.9	8.1	-0.4	0.1	-3.6	3.2
Cc1nn(C)c(C)c1/C=C1/CC2C3CC=C4CC(O)CCC4(C)C3CCC2(C)C1=O (centres undefined)	3.7	104.4	11.8	-3.5	-0.9	13.1	-35.1	-0.6	0.1	-3.2	-1.3
O=C(Cc1ccccc1)OCC(=O)c1ccc(F)cc1	4.3	125.1	-0.3	-4.1	0.2	-1.9	7.5	1.7	-0.3	44.8	-1.6
CCCCCn1c(=O)c(C(=O)Nc2cnccn2)c(O)c2ccccc21	2.8	95.3	10.8	7.3	0.6	-2.1	-8.8	10.9	-2.1	369.4	1.9
CN1CCCN(c2ccc([N+](=O)[O-])nc2)CC1	0.5	nt	5.6	-9.1	-0.1	1.5	-4.0	-13.9	1.9	-7.3	0.7
CC(=O)OC1CCC2(/C=N/O)C(=CCC3C4CCC(=O)C4(C)CCC32)C1 (centres undefined)	2.7	120.8	1.6	1.9	-1.2	2.0	-7.8	5.9	-1.2	-1.7	0.5
COc1ccc(CCNCc2ccc(C)s2)cc1OC	3.8	102.7	7.1	3.0	1.6	-2.2	6.1	9.3	-1.7	nt	1.4
Cc1ccccc1C1=NCC(=O)N(CC(=O)N2CCCCC2)c2sc(C)c(C)c21	0.9	87.7	nt	1.4	0.0	-0.2	0.6	11.3	-2.3	306.9	1.6
CCOC(=O)C1(CCOc2ccccc2)CCN(Cc2ccc(C)s2)CC1	3.9	99.1	1.4	4.7	-0.3	-1.5	3.6	-171.2	32.8*	23.0	-1.3
CCCCn1c(O)c(C(=O)/C=C/c2ccc3c(c2)OCO3)c(=O)[nH]c1=O	-0.3	98.8	-19.3	-3.1	1.1	-2.2	-25.1	12.1	-2.4	348.7	3.8
CN(C)C1C(=O)C(C(N)=O)=C(O)C2(O)C(=O)C3=C(O)c4c(O)cccc4C(C)(O)C3C(O)C12 (centres undefined)	98.9*	112.6	-8.5	-6.4	-3.2	-0.9	-18.6	-4.3	0.8	-4.3	-2.4
CCOC(=O)C(NC(=O)CCl)(Nc1ccc(C(O)(C(=O)OCC)C(F)(F)F)cc1)C(F)(F)F (centres undefined)	0.6	90.3	-7.8	-9.2	-0.4	-1.5	10.9	5.1	-1.0	16.4	0.0
c1ccc(C(c2ccccc2)c2cccnc2)cc1	3.2	95.1	nt	0.5	nt	0.8	-2.9	5.7	-1.1	nt	nt
Cc1ccc2c(c1)C1CN(C)CCC1N2C(=O)c1cn(-c2ccccc2)nc1-c1ccccc1 (centres undefined)	1.6	99.2	-4.6	-16.3	-2.2	nt	nt	nt	nt	147.9	1.3
CCOC(=O)c1c(NC(NC(=O)CF)C(Cl)(Cl)Cl)sc2c1CCCC2 (centres undefined)	2.0	95.6	13.0	-7.0	-4.0	7.2	-18.2	-46.7	8.8	23.1	-2.7
COc1cc(C2SCC(=O)Nc3c2c(C)nn3-c2ccccc2)cc(OC)c1OC (centres undefined)	0.5	99.7	-30.4	7.6	-1.7	-1.4	15.6	-3.0	0.6	-6.5	-1.9
COC(=O)C1=C(c2ccc(F)cc2OCc2ccccc2)C[C@@H]2CC[C@H]1N2C(=O)NCc1cccc(OC)c1	2.2	97.7	-6.3	10.2	-0.9	-5.0	14.8	14.6	-2.5	21.8	0.9
Cc1ccc2c(c1)C(c1ccccc1)NCC(=O)N2 (centres undefined)	0.6	105.5	-12.8	0.0	-0.6	-0.9	3.2	11.4	-2.1	-21.8	-0.1
COC(=O)C1=C(c2ccc3ccccc3c2)C[C@@H]2CC[C@H]1N2C(=O)NCCCOC(C)C	1.1	104.8	6.7	5.9	-2.0	2.4	-13.2	11.2	-2.0	0.0	-1.4
Cn1cccc1/C=C1\C(=O)NC(=O)N(Cc2ccco2)C1=O	2.3	87.8	-13.3	-4.3	nt	-0.5	1.1	11.7	-1.8	nt	nt
CC12CCC(=O)C=C1CCC1C2CCC2(C)C(O)(C(=O)CO)CCC12O (centres undefined)	2.1	113.7	3.4	-9.3	nt	-0.6	2.3	13.1	-2.5	nt	nt
CC(C)c1ccc(N=Nc2c(O)[nH]c(=O)[nH]c2=O)cc1	0.9	90.5	-5.7	nt	0.0	nt	nt	nt	nt	-15.8	1.4
C(#CCN1CCCCC1)COCc1ccccc1	2.9	99.9	-32.4	-8.7	0.2	3.3	-9.1	10.6	-2.0	-3.4	-0.9
O=C(Cc1ccccc1F)N1CCN(CC(=O)N2CCCC2)CC1	3.8	91.1	-8.4	-9.2	0.7	-3.1	12.1	8.5	-1.7	-0.1	0.2
Cn1c(=O)c2c(nc(N/N=C/c3c(O)n(-c4ccccc4)c(=S)[nH]c3=O)n2C)n(C)c1=O	1.4	100.0	-6.0	-5.3	0.4	-0.9	14.4	1.7	-0.3	-8.7	1.1
CCNC(=O)NC(=O)C(C)OC(=O)c1c(C)nn(Cc2ccccc2)c1Cl (centres undefined)	2.5	100.0	-15.1	0.5	0.0	-2.7	7.2	15.3	-2.5	3.9	2.4
CCn1cc(C(=O)N2CCCCC2)c2ccccc21	2.5	112.7	-23.0	3.3	-0.6	-3.6	9.9	8.1	-1.6	-14.0	2.5
CCOCCCNC(=O)C1c2cc(OC)c(OC)cc2C(=O)N2CCCCC12 (centres undefined)	4.2	126.2	6.2	3.2	-1.4	2.7	-26.7	9.0	-1.7	-9.4	0.8
CSc1ccccc1C(=O)C1CCCN(Cc2ccn[nH]2)C1 (centres undefined)	3.1	110.3	3.6	-1.0	0.4	7.3	6.5	3.0	-0.4	nt	1.7
CCOC(=O)c1c(N)n(CCCOC(=O)c2ccco2)c2nc3ccccc3nc12	2.9	107.2	-11.1	-5.6	0.0	4.3	18.4	-12.6	3.0	-9.6	0.7

Compound profiles (already shown):
CC(C)c1ccc(N=Nc2c(O)[nH]c(=O)[nH]c2=O)cc1 as listed: phage Ecoli inh = 0.9; Pemphigus Ab inh = 90.5; PfHsp90 set2 = -5.7; PKA-R1A activ = nt; E coli growth = 0.0; HTR5A ag = nt; HTR5A inv ag = nt; MOR-DOR inv ag = nt; OPRM1-OPRD1 ag = nt; Mot1-301 SUMO = -15.8; AddAB inh = 1.4
CCOC(=O)c1c(N)n(CCCOC(=O)c2ccco2)c2nc3ccccc3nc12 as listed: phage Ecoli inh = 2.9; Pemphigus Ab inh = 107.2; PfHsp90 set2 = -11.1; PKA-R1A activ = -5.6; E coli growth = 0.0; HTR5A ag = 4.3; HTR5A inv ag = 18.4; MOR-DOR inv ag = -12.6; OPRM1-OPRD1 ag = 3.0; Mot1-301 SUMO = -9.6; AddAB inh = 0.7
Cn1cccc1/C=C1\C(=O)NC(=O)N(Cc2ccco2)C1=O as listed: phage Ecoli inh = 2.3; Pemphigus Ab inh = 87.8; PfHsp90 set2 = -13.3; PKA-R1A activ = -4.3; E coli growth = nt; HTR5A ag = -0.5; HTR5A inv ag = 1.1; MOR-DOR inv ag = 11.7; OPRM1-OPRD1 ag = -1.8; Mot1-301 SUMO = nt; AddAB inh = nt

Continued:
SMILES	phage Ecoli inh	Pemphigus Ab inh	PfHsp90 set2	PKA-R1A activ	E coli growth	HTR5A ag	HTR5A inv ag	MOR-DOR inv ag	OPRM1-OPRD1 ag	Mot1-301 SUMO	AddAB inh
C/C(=N\N1CCN(C)CC1)c1c(O)[nH]c(=O)[nH]c1=O	-0.8	100.9	-13.3	12.8	-2.6	5.7	-19.7	3.0	-0.6	2.8	-0.7
Cc1ccc(C(C)C)c(OCC(=O)N2CCN(CC(=O)N3CCOCC3)CC2)c1	-1.6	102.3	nt	6.4	-0.2	-7.0	-11.8	7.1	-1.8	20.1	1.9
O=C(O)c1[nH]c(=O)[nH]c(=O)c1F	9.4	79.4	-44.6	5.0	6.5	3.9	-10.8	20.4	-3.8	37.3	1.4
CC(C)CN(CC(C)C)c1ccc(C=C2C(=O)NC(=S)NC2=O)cc1[N+](=O)[O-]	3.4	98.5	-18.2	-10.5	-0.5	2.2	8.7	-28.2	4.8	42.9	-1.1
